Source: PubChem
S1P3 antag: S1P3 (human) receptor antagonism; CHO S1P3 NFAT-BLA reporter, FRET fluorescence, antagonist mode; inhibition, % at 4.98 µM; 0.27% of 170,000 active;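 active = inhibition above the plate cutoff, the mean inhibition of test wells on that plate plus 3 SD, cut at about 28% in these data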;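 note: cells challenged with S1P at its EC80 of 0.8 µM; blue over green emission ratio from cleaved BLA substrate after 4 h stimulation; 0% = S1P-stimulated wells and 100% = unstimulated DMSO-only wells; some compounds past the cut are filed as inactive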
Target sequence (Q99500 whole entry, looked up): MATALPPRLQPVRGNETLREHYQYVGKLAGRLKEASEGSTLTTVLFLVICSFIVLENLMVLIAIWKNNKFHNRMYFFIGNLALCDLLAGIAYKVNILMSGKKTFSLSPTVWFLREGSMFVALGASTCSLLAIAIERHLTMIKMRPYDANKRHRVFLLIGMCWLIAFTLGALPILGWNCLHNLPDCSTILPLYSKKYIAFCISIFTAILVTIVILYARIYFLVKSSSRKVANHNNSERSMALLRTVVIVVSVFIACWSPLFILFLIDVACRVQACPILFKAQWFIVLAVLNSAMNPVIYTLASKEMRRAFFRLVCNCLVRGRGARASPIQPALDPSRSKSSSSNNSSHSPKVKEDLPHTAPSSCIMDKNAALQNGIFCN
TR-FRET SRC-2 ct: counter-screen for PPARgamma SRC-2 recruitment agonists: TR-FRET artefact | 0.4% of 200,000 active | active compounds read high | TR-FRET ratio at 8 µM; in the data active = TR-FRET ratio above about 2000; note: inactives centre near 1500
STAT3 activator: increases IL-6 driven STAT3 reporter signal | 0.91% of 190,000 active | activation (% of control), % at 5.6 µM | U3A cells, IL-6 STAT3-luciferase reporter, luminescence; 100% = signal with IL-6 EC80 alone;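 active = activation above the screen-wide mean of compound activation plus 3 SD, cut at about 130% in these data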;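 note: 0% = background luminescence of wells with medium and substrate only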
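system = STAT3-luciferase reporter U3A cells | reagent = IL-6 stimulus at 33 ng/mL final | timing = 1 h compound pre-exposure, 6 h IL-6 stimulation, 37 °C | measured by = luminescence | evaluation = % activation versus median of IL-6-stimulated wells | control set = IL-6-only wells as 100% reference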
PPARg SRC-2 ag: agonists of SRC-2 recruitment by human PPARgamma | P37231 | PPARgamma LBD-SRC-2 recruitment, biochemical | activation, % at 8 µM | 0.34% of 200,000 active; in the data active = activation above about 22%;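 note: 0% = vehicle and 100% = reference agonist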
Target sequence (P37231 whole entry, looked up, the tested form may be a part): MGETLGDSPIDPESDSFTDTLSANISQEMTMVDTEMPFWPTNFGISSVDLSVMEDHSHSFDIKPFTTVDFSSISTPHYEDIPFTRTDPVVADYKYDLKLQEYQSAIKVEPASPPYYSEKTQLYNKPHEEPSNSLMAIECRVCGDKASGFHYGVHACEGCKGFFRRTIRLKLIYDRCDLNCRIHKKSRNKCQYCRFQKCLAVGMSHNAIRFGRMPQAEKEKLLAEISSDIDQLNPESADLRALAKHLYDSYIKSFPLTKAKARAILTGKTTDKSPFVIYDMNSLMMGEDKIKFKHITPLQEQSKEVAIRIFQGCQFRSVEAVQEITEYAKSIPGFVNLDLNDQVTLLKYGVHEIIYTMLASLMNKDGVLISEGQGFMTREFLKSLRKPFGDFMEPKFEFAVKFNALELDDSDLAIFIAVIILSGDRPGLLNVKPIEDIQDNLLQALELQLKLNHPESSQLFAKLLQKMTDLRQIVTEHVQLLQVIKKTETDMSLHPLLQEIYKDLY
PPARg SRC3 recr: PPARgamma-driven SRC-3 recruitment agonism | P37231 | biochemical PPARgamma/SRC-3 coactivator recruitment assay | activation, % at 8 µM | 0.26% of 200,000 active | AID 731; in the data active = activation above about 23%;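 note: 0% = DMSO and 100% = reference agonist; some compounds past the cut are filed as inactive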
PPARg SRC-1 ag: promotes SRC-1 coactivator recruitment by human PPARgamma; PPARgamma-SRC-1 coactivator recruitment biochemical assay; 0.41% of 200,000 active; P37231; activation, % at 8 µM; in the data active = activation above about 19%;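 note: 0% = DMSO and 100% = reference agonist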
STAT1 blocker: inhibitors of IFN-gamma induced STAT1 signaling; inhibition, % at 5.5 µM; 0.35% of 200,000 active; NIH 3T3 STAT1-luciferase reporter, luminescence;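 active = inhibition above a set limit, the mean inhibition across all tested compounds plus 3 SD, cut at about 34% in these data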;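 note: 0% = IFN-gamma with DMSO and 100% = IFN-gamma with 300 µM nifuroxazide; values of inactives mirror those of a sister screen read the other way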
ROMK mod: modulators of human ROMK potassium channel. P48048. Tet-inducible ROMK, thallium flux fluorescence; actives lie on both sides. B-score at 10 µM. 2% of 130,000 active. AID 1918;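 active = signal ratio slope over the read window, or its plate-corrected B-score, at least 3 SD from the plate mean, either direction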;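 note: B-score of the F/F0 ratio slope over 7 to 12 s after thallium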
TLR4-MyD88 BLA: blocks binding of human TLR4 to MyD88 | O00206+Q99836 | HeLa CL3-4 TLR4/MyD88 BLA complementation, FRET ratio | inhibition, % at 8.4 µM | 0.18% of 200,000 active; in the data active = inhibition above about 25%;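 note: 0% = vehicle and 100% = reference inhibitor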
RAM network inh: inhibitors of the yeast RAM network. AID 868. S. cerevisiae dse1pr::URA3 reporter, 5-FOA growth OD615, 2 d; analog-sensitive cbk1-as2 kinase mutant strain. inhibition, % at 50 µM. 1.8% of 190,000 active;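 active = inhibition above a set limit, 3 SD over mean compound inhibition, cut at about 8.4% in these data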;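 note: 0% = DMSO-only wells with no growth and 100% = 10 µM 1-NA-PP1 full growth; inhibition rescues growth on 5-FOA so higher OD means more RAM inhibition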
STAT3 blocker: STAT3 signaling inhibition; 0.89% of 190,000 active; AID 862; inhibition, % at 5.5 µM; U3A cells, IL-6 STAT3-luciferase reporter, luminescence; host cell line lacks STAT1;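 active = inhibition above the mean inhibition across all screened compounds plus 3 SD, cut at about 44% in these data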;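 note: 0% = DMSO only wells and 100% = 100 µM nifuroxazide control wells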
An asterisk follows results filed as active; x = no result given.

Below each SMILES – S1P3 antag	TR-FRET SRC-2 ct	STAT3 activator	PPARg SRC-2 ag	PPARg SRC3 recr	PPARg SRC-1 ag	STAT1 blocker	ROMK mod	TLR4-MyD88 BLA	RAM network inh	STAT3 blocker
CN(c1nc2c(c(=O)n(C)c(=O)n2C)n1CC(=O)c1ccccc1)C1CCCCC1
    1	1672	112	5	-1	10	-1	0.1	-10	0.9	-12
Cc1cc(C(=O)OC(C(=O)Nc2cccc(C(F)(F)F)c2)c2ccccc2)c(C)o1 (configuration not stated)
    27	1458	107	8	1	-10	-7	x	11	7.5	-8
COC(=O)Cn1cc(C#N)c2ccccc21
    x	1483	112	4	6	4	1	0.78	1	-1.0	-12
CC(=O)N1N=C(c2ccc(C)cc2)OC1c1cccnc1 (configuration not stated)
    8	1427	95	-3	2	-5	-17	0.015	6	1.5	17
Cc1ccc(-c2c(C)sc(=NC(=O)c3ccco3)n2C)cc1
    x	1637	76	8	9	6	-32	x	-5	2.6	31
CCOC(=O)C1=C(C)Nc2ccccc2N=C1NC(=O)C(c1ccccc1)c1ccccc1
    -6	1768	105	10	3	4	4	0.032	9	5.6	1
CN(C(=O)c1ccccn1)c1nnc(-c2cccnc2)s1
    18	1467	104	-2	-14	2	-24	-0.8	9	2.1	-1
CC(C)(C)n1nnnc1C(c1cccnc1)N1CCN(C2CCCCC2)CC1 (configuration not stated)
    -16	1660	99	5	3	-2	1	x	0	0.1	4
Cc1ccc2nc(NC(=S)NC(=O)c3cccs3)sc2c1
    x	1546	163*	6	0	8	-23	x	-3	4.9	-62
Cc1ccc(NC(=O)CNC(=O)c2cccs2)cc1S(=O)(=O)Nc1ccc(Cl)cc1
    -3	1488	106	3	-1	4	-4	-0.68	-7	12*	-10
CCCCN1C(=O)C2C(c3ccc(OC)cc3O)NC(CC(C)C)(C(=O)O)C2C1=O (configuration not stated)
    -8	1679	99	-3	7	5	-5	x	0	1.6	6
COCCn1c(C)cc(/C=N/NC(=O)c2cccnc2)c1C
    -8	1807	106	4	0	1	-20	-0.041	-4	1.6	-2
O=C1N(Cc2cccnc2)C[C@@H]2C[C@@H](c3cccc(OC4CCCC4)c3)N3CCC[C@@]123
    0	1672	105	14	5	2	-7	0.7	6	0.3	0
CCC1CCCCN1C(=O)c1c(-c2ccccc2)noc1C (configuration not stated)
    x	1450	102	-10	-3	-7	2	2.3	20	0.0	1
O=C(Nc1ccc2c(c1)C(=O)N(CC1CCCO1)C2=O)c1ccc(Cl)c(Cl)c1 (configuration not stated)
    x	1572	41	3	0	0	-11	-0.073	6	2.2	72*
CCC(C)NC(=O)CSC1=Nc2ccccc2C2=NC(c3ccccc3)C(=O)N12 (configuration not stated)
    x	1443	99	12	5	7	4	-0.28	2	6.3	7
Cc1cc(C)n2nc(SCc3nnc(SCc4ccccc4)s3)nc2n1
    x	1395	108	0	0	-6	16	0.37	-10	-0.3	-5
CC1CCCN(c2nc3ccccc3nc2C(C#N)C(=O)OC2CCCCC2)C1 (configuration not stated)
    -35	1686	103	-1	3	4	-3	x	2	1.9	2
OCCC1CN(Cc2cnc(-c3ccccc3)s2)CCN1Cc1ccccc1 (configuration not stated)
    -3	1515	102	1	1	7	-2	x	-9	-0.8	3
CCN(CC)C(=O)C1CCCN(Cc2ccccc2F)C1 (configuration not stated)
    -12	1550	95	1	-6	-2	1	x	8	1.1	12
Cc1nc(N)nc(C)c1Cc1ccccc1
    -28	1457	102	-7	-11	7	-3	0.33	8	1.5	0
Cc1ccc(N(CC(=O)N2CCN(C3CCCCC3)CC2)S(=O)(=O)c2cccnc2)cc1
    -31	1502	103	-2	9	10	0	x	-11	1.2	-3
O=C(CNC(=O)c1ccccc1)NCc1ccc(Cl)cc1
    -5	1809	89	-4	1	2	5	-0.62	-14	0.2	21
Oc1ccccc1C1Nc2cccc3cccc(c23)N1
    17	1391	106	4	0	9	1	-0.13	-2	5.0	2
CCC(C)NC(=O)C1CCN(S(=O)(=O)N2CCOCC2)CC1 (configuration not stated)
    -1	1723	100	9	1	9	-4	-1.4	7	1.4	2
COc1ccccc1-c1ccc(SCc2ccc(F)cc2)nn1
    -12	1459	95	4	-1	1	-9	-1.3	3	3.5	11
CCCC1S/C(=N/N=C/c2ccc(C)cc2)N(Cc2ccc(OC)cc2)C1=O (configuration not stated)
    x	1592	95	3	4	9	-9	x	-12	12*	9
CC12C(=O)N(c3ccc(OC(=O)c4ccco4)cc3)C(=O)C1C1c3ccccc3C2c2ccccc21 (configuration not stated)
    0	1629	98	-4	-1	2	12	0.0048	-8	1.9	0
CCn1cc(C(=O)NC2CCCCCC2)c2cc(OC)c(OC)cc2c1=O
    x	1575	97	1	-1	4	-7	x	15	-1.1	10
CS(=O)(=O)c1ccc(C(=O)OCc2nnc(-c3ccc(Cl)cc3)o2)cc1[N+](=O)[O-]
    -13	1541	93	-1	4	1	14	1.4	0	2.6	11
COc1ccc(S(=O)(=O)N2CCOCC2)cc1NC(=O)Cn1nnc2ccccc2c1=O
    -1	1522	98	4	8	9	5	0.15	3	1.8	10
O=C(CSc1nnc2ccccn12)NC(=O)NC1CCCC1
    -21	1485	101	-14	-11	-1	2	-0.48	-4	0.6	4
O=C(Cn1cc(C(F)(F)F)ccc1=O)N/N=C/c1cccc(Cl)c1
    -14	1708	104	7	5	0	-3	-0.17	-20	1.1	-1
COc1ccc(/C=C/c2nc(N)nc(-c3ccccc3O)n2)cc1
    -8	1568	91	1	-5	-2	-15	-0.12	-4	5.6	8
COCc1cc(=O)n2[nH]c(-c3ccc(C)cc3)cc2n1
    x	1634	105	8	4	5	-7	0.71	-12	2.0	-6
Cc1sc2ncnc(OCC(=O)N3CCN(C(=O)c4ccco4)CC3)c2c1C
    -11	1613	108	3	3	0	9	-0.14	-10	1.6	-4
O=C(OCC(=O)N1CCCC1)c1c2c(nc3ccccc13)CCCCC2
    -11	1738	93	7	4	11	7	0.35	-5	3.9	13
O=c1c(C=Nc2ccc(Cl)cc2)c[nH]n1-c1cccc(Cl)n1
    x	1454	89	0	-8	0	0	x	-7	1.2	19
O=C(COc1ccc(-n2cnnn2)cc1)NC(=O)NCc1ccccc1
    25	1531	101	3	-7	0	9	-1.6	-14	2.3	8
N#Cc1nc(COc2ccc(F)cc2)oc1N1CCCCC1
    9	1340	100	1	1	4	-7	-0.25	0	0.1	8

Some entries already given, reduced to TLR4-MyD88 BLA.
| compound | TLR4-MyD88 BLA |
| --- | --- |
| COc1ccc(S(=O)(=O)N2CCOCC2)cc1NC(=O)Cn1nnc2ccccc2c1=O | 3 |
| O=C(CSc1nnc2ccccn12)NC(=O)NC1CCCC1 | -4 |

Next part
Below each SMILES – S1P3 antag	TR-FRET SRC-2 ct	STAT3 activator	PPARg SRC-2 ag	PPARg SRC3 recr	PPARg SRC-1 ag	STAT1 blocker	ROMK mod	TLR4-MyD88 BLA	RAM network inh	STAT3 blocker
O=C1Nc2cc(Cl)c(Cl)cc2N(O)N1c1cc(Cl)cc(Cl)c1
    x	1322	100	-1	-3	0	-1	x	-6	2.3	4
COc1ccc(N2CCN(C(c3cccs3)C(C)NS(=O)(=O)c3ccccc3)CC2)cc1 (configuration not stated)
    x	1760	92	11	10	8	11	x	-10	0.7	14
Cc1ccc(C)c(OCC(=O)Nc2ccc3c(c2)OCO3)c1
    6	1578	102	8	-1	8	-1	x	-6	2.7	4
CCOC(=O)c1ccccc1NC(=O)CSc1nnc(COc2ccccc2C)n1C
    -24	1482	103	-5	-3	-2	-5	x	-20	0.7	1
COc1cccc(Cn2cnc3c(NS(=O)(=O)c4ccc(Cl)cc4Cl)c(C)c(C)cc32)c1
    x	1537	108	5	-10	5	9	x	2	2.2	-7
COc1ccc(Cc2nnc(NC(=O)c3ccco3)s2)cc1
    x	1669	100	1	-13	9	2	x	-8	1.7	4
CC1(C)NC(=O)N(CC(O)COc2cc3ccccc3cc2C(=O)N2CCCCC2)C1=O (configuration not stated)
    x	1643	97	-7	5	-1	-12	-0.81	2	0.4	11
C/C(=N\NC(=O)CNc1ccc(F)cc1)c1cc2ccccc2o1
    -8	1590	108	11	3	3	-6	-0.47	0	0.6	-2
COc1ccc(CC(=O)NNS(=O)(=O)c2ccc(F)cc2)cc1OC
    -16	1712	95	-4	4	0	11	1.2	1	0.0	6
COC(=O)c1ccc(N/N=C/c2cc([N+](=O)[O-])cc(OC)c2O)cc1
    3	1569	105	-2	0	6	-2	0.041	-3	0.8	0
CCOc1ccc(NC(=O)CSc2nnc(-c3ccccn3)n2C)cc1
    x	1545	96	-2	2	-6	-7	x	6	3.5	9
O=C(Nc1ccccc1)N(Cc1ccc(Cl)cc1)CC(O)C(F)(F)F (configuration not stated)
    x	1514	103	-2	11	4	5	x	5	0.3	-2
Cc1ccc(-c2csc(N/N=C/c3ccco3)n2)cc1
    x	1751	80	3	9	-5	-17	x	-3	0.5	26
CCOc1cc2[nH]c(=S)n(CCN3CCC(C)CC3)c(=O)c2cc1OCC
    x	1609	113	1	4	1	5	x	-2	1.3	-4

Hits appear at their usual frequency. About 5.6% of those tested had a hit in this group.
